eLon inh = inhibitors of E. coli Lon protease, primary screen, biochemical, fluorescence polarization | actives 0.42% (n = 360,000) | P0A9M0 | purified E. coli Lon protease | inhibition, % at 7.94 µM | AID 602123, 2011; in the data active = inhibition above about 13%, passing the limit was not always enough;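 also: 0% = enzyme with probe and DMSO and 100% = no enzyme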
Rin1-Abl PPI inh = inhibitors of Rin1-Abl protein binding, primary screen, biochemical, TR-FRET; actives 0.4% (n = 360,000); AID 588664, 2011; inhibition, % at 7.35 µM; in the data active = inhibition above about 5%, passing the limit was not always enough
Neddylation inh = inhibitors of cullin neddylation, primary screen, biochemical, TR-FRET, uHTS, NAE and Ubc12. actives 0.58% (n = 360,000). calls only at 25 µM; in the data active = inhibition above about 36%
bovine MsrA act = bovine MsrA enzyme activators, primary screen, biochemical, absorbance, HTS | Methionine sulfoxide reductase A (Bos taurus) | purified bovine MsrA, absorbance read-out | activation, % at 10.6 µM | actives 0.3% (n = 360,000); in the data active = activation above about 7.5%;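 also: 0% = vehicle and 100% = reference activator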
Tb MetRS inh = T. brucei MetRS inhibitors, primary screen, biochemical, luminescence. methionyl-tRNA synthetase (Trypanosoma brucei brucei). purified T. brucei MetRS, ATP depletion, Kinase-Glo luminescence. inhibition, % at 11.9 µM. actives 0.4% (n = 360,000). AID 624268, 2012;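 active = inhibition above a per-plate cutoff of the control wells' mean inhibition plus 3 SD, cut at about 5.5% in these data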;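 also: 0% = DMSO wells median and 100% = median of wells with control inhibitor compound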
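Dosing: 11.9 µM single point; system: parasite MetRS enzyme; technique: luminescence of leftover ATP; times: 15 min enzyme-compound preincubation, 2 h reaction, 10 min detection, 25 °C; replicates: each compound tested once; read-out basis: percent inhibition relative to median high and low control wells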
MsrA inhibitor = bovine MsrA enzyme inhibitors, primary screen, biochemical, absorbance, HTS. inhibition, % at 15.5 µM. actives 0.75% (n = 360,000). AID 651718, 2012. purified bovine MsrA, absorbance read-out. Methionine sulfoxide reductase A (Bos taurus); in the data active = inhibition above about 4.5%;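 also: 0% = vehicle wells with enzyme and 100% = reference inhibitor wells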
FAS-TE inh = FAS thioesterase domain inhibitors, primary screen, biochemical, fluorescence intensity, uHTS; Fatty acid synthase (Homo sapiens), P49327; recombinant FAS-TE, OMFH fluorogenic substrate, fluorescence endpoint; inhibition, % at 15 µM; actives 0.67% (n = 360,000); AID 602261, 2012;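 active = compounds whose normalised, plate-corrected inhibition of enzyme fluorescence in the single-dose primary screen is 50% or more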;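 also: 0% = DMSO with enzyme and 100% = substrate without enzyme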
Target sequence (P49327 whole entry, looked up, the tested form may be a part): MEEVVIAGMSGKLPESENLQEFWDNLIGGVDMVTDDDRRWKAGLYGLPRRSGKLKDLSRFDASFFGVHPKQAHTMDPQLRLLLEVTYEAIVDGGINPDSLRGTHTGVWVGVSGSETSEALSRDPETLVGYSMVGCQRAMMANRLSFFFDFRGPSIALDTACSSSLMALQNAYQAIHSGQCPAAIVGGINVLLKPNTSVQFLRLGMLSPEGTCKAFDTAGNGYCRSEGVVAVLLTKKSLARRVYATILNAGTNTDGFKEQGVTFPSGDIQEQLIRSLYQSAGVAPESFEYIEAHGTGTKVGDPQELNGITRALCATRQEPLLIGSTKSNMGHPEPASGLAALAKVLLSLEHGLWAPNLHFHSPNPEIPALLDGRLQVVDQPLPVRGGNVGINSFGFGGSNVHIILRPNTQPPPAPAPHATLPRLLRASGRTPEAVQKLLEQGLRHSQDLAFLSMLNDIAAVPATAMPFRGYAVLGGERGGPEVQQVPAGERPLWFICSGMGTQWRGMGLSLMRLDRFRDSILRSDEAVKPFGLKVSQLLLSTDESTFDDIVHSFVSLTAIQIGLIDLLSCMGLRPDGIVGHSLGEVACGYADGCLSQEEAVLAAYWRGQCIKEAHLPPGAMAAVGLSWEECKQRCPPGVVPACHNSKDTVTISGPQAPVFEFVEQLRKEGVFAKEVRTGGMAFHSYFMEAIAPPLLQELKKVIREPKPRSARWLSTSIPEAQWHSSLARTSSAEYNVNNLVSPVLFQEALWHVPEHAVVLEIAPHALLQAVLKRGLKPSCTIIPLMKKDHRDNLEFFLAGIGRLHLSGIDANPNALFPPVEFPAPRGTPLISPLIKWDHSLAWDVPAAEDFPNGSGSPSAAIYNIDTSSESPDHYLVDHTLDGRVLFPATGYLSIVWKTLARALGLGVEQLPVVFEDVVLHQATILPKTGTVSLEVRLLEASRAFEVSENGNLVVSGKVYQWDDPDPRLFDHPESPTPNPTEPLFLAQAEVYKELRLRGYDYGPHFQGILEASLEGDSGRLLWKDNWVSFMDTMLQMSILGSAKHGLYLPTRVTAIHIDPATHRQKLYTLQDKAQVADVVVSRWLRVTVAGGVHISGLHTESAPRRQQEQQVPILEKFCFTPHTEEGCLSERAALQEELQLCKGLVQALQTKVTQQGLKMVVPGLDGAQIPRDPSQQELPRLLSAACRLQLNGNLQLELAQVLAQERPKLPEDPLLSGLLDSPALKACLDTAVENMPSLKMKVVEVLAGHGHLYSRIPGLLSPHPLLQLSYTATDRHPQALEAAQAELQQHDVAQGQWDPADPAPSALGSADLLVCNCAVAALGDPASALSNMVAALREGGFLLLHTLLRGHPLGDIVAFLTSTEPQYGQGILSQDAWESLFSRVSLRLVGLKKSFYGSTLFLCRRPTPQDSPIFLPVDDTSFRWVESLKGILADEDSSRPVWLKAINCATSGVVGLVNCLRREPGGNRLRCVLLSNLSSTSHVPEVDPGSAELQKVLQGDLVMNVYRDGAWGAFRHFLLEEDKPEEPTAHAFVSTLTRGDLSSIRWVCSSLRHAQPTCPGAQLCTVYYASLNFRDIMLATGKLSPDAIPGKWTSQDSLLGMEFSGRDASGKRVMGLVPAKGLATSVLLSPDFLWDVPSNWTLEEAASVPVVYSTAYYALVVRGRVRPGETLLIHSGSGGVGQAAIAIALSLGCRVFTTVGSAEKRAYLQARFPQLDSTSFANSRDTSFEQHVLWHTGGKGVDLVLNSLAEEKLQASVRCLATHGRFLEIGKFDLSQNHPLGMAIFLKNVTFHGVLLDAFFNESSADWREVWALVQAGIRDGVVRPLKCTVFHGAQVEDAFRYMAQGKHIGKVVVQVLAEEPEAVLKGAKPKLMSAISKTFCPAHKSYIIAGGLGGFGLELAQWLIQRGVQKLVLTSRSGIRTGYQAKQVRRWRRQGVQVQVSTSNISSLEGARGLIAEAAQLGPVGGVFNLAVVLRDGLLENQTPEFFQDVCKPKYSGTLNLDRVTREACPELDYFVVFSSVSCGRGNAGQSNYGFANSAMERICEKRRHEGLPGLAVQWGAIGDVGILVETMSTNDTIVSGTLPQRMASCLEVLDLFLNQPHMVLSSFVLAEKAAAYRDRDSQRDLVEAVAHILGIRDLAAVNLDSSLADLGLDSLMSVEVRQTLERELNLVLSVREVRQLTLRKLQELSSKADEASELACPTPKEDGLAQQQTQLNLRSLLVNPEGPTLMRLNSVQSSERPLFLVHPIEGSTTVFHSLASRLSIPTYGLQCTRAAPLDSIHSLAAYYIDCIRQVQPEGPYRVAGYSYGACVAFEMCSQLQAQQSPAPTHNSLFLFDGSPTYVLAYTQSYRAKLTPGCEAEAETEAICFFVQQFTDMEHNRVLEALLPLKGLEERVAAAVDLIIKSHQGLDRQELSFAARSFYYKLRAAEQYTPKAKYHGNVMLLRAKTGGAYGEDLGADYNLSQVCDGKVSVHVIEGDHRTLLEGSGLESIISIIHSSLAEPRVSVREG
CSN inh = inhibitors of CSN-mediated cullin deneddylation, primary screen, biochemical, fluorescence polarization, uHTS; actives 0.38% (n = 360,000); COP9 signalosome complex subunit 5 (Homo sapiens), Q92905; Purified CSN, SCF-Nedd8-OG deneddylation; inhibition, % at 12.5 µM;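 active = pattern-corrected inhibition above about 35%, with an unprinted fluorescence ratio check between 0.5 and 1.5, limit read from the data, passing the limit was not always enough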;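 also: 0% = enzyme with substrate and 100% = substrate without enzyme; some results filed as inactive read as strong as hits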
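Material: purified human Csn5 enzyme expressed in HEK293T cells / Medium: Tris buffer pH 7.5, NaCl, DTT, Tween-20, trehalose, ovalbumin / Compound dosing: 12.5 µM single point / Schedule: 90 min incubation of compound, enzyme and substrate at room temperature / Signal: fluorescence polarization of the substrate / Control set: no-enzyme wells high, enzyme-with-substrate wells low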
PABP1 MLLE inh = inhibitors of PABP1 MLLE–PAM2 peptide binding, primary screen, biochemical, fluorescence polarization, FITC-PAM2, GST-MLLE; inhibition, % at 20 µM; actives 0.36% (n = 360,000); Polyadenylate-binding protein 1 (Homo sapiens), P11940; in the data active = inhibition above about 35%, passing the limit was not always enough;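 also: plate controls were DMSO wells with GST-MLLE for no effect and wells lacking GST-MLLE protein for full effect; some results filed as inactive read as strong as hits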
* = called active by the depositor; i = inactive; nt = not tested or not shown.

SMILES | eLon inh | Rin1-Abl PPI inh | Neddylation inh | bovine MsrA act | Tb MetRS inh | MsrA inhibitor | FAS-TE inh | CSN inh | PABP1 MLLE inh
CN(C)S(=O)(=O)N1CCN(C(=O)N2CCCCC2)CC1 | -2 | 1 | i | -5 | -1.8 | 1.7 | -8 | -1 | -2
O=C(c1cccc(Cl)c1)N1CCN(C2CCCCCC2)CC1 | -14 | 3 | i | -3 | -1.7 | -1.2 | -3 | 1 | -7
COc1ccccc1N1CN(CCc2ccccc2)CNC1=S | 3 | 0 | i | -4 | -0.8 | -1.1 | -2 | 4 | -69
Cc1ccc(N2C(=O)CC(Cc3ccc(Cl)cc3)C2=O)cc1 (centres undefined) | 4 | 0 | i | -6 | -0.5 | -0.3 | -2 | 0 | 1
O=C1CCC(C(=O)Nc2ccc([N+](=O)[O-])cc2)N1 (centres undefined) | 0 | 1 | i | -3 | -0.2 | 0.1 | -1 | -1 | -10
CCN1C2=C(C(=O)CCC2)C(c2ccc(O)cc2)C2=C1CCCC2=O | -8 | 2 | i | 4 | -1.0 | 0.7 | -5 | 0 | -30
O=C(Nc1ccccc1Cl)NC1(C(=O)N2CCCCC2)CCCCC1 | 4 | 1 | i | 1 | -0.4 | 0.0 | -1 | -2 | 0
Cc1cc(C)c(OCC(=O)N(Cc2ccccc2)C2CCS(=O)(=O)C2)c(C)c1 (centres undefined) | 5 | 0 | i | 1 | 0.1 | -1.0 | 4 | 0 | -3
Cc1cc(C(=O)N/N=C/c2cc(Br)cc(Br)c2OC(=O)c2cccc(F)c2)n[nH]1 | 4 | 1 | i | -2 | -0.5 | 1.1 | 6 | -11 | -10
O=C(O)CCC(=O)Nc1ccc(C(=O)OCC(=O)c2ccc(Cl)cc2Cl)cc1 | -4 | 5 | i | -3 | 1.4 | 0.6 | -7 | -4 | -5

Taken from above:
FAS-TE inh with O=C(O)CCC(=O)Nc1ccc(C(=O)OCC(=O)c2ccc(Cl)cc2Cl)cc1 is entered as -7
bovine MsrA act with Cc1cc(C(=O)N/N=C/c2cc(Br)cc(Br)c2OC(=O)c2cccc(F)c2)n[nH]1 is entered as -2
bovine MsrA act with Cc1cc(C)c(OCC(=O)N(Cc2ccccc2)C2CCS(=O)(=O)C2)c(C)c1 (centres undefined) is entered as 1

The listing continues.
SMILES | eLon inh | Rin1-Abl PPI inh | Neddylation inh | bovine MsrA act | Tb MetRS inh | MsrA inhibitor | FAS-TE inh | CSN inh | PABP1 MLLE inh
Cc1ccc(NC(=O)CCNC(=O)c2ccco2)cc1 | -3 | 0 | i | -10 | -0.9 | 0.4 | -11 | -18 | 3
CCN1/C(=C/c2ccc3cc(C)ccc3[n+]2CC)Sc2cc(C)c(C)cc21 | -163 | -5 | i | -1 | 0.3 | -0.1 | -39 | 50* | -161
O=C(C1CC(c2ccc(F)cc2)=NO1)N1CCN(c2ccccc2)CC1 (centres undefined) | -9 | -2 | i | 0 | -0.5 | -0.6 | -1 | -4 | 3
COc1cc(/C=C2\COC/C(=C\c3cc(OC)c(OC)c(OC)c3)C2=O)cc(OC)c1OC | 7 | 0 | i | -10 | 2.2 | -0.6 | -3 | 20 | 8
O=C(Nc1cc(Cl)ccc1O)c1cc(-c2ccco2)on1 | -16 | -2 | i | -2 | 0.3 | 0.2 | -4 | 5 | -16
CCOC(=O)c1cccc(-c2c(-c3ccccc3)ncc3cc(OC)c(OC)cc23)c1 | 0 | 1 | i | -4 | -0.3 | 0.2 | 24 | -2 | -6
O=C(c1ccc(Cl)cc1)C1CCN(C(=O)c2ccccc2)CC1 | -5 | -2 | i | -2 | -0.1 | -1.0 | 0 | -2 | 0
O=C(Nc1ccc2nsnc2c1)c1ccc2c(c1)OCO2 | -1 | -5 | i | -3 | 0.6 | nt | 2 | -11 | 5
O=c1c2ccccc2ncn1Cc1ccc(Cl)c(Cl)c1 | 2 | 6.3* | i | -1 | 0.1 | -1.1 | 14 | -2 | 6
CCn1cc(Br)c(C(=O)NC(C)c2ccccc2)n1 (centres undefined) | -15 | 3 | i | -5 | -1.3 | 0.3 | -8 | -1 | -2
C[C@@H]1CN([C@@H](C)CO)C(=O)CCCn2nncc2CO[C@@H]1CN(C)S(=O)(=O)c1ccc(C#N)cc1 | 7 | 4 | i | -1 | 1.0 | 0.6 | -8 | -4 | 3
O=C1CN(C(=O)COC(=O)CCC(=O)c2ccc(F)cc2)c2ccccc2N1 | -15 | 3 | i | 0 | -0.1 | 0.2 | -1 | 6 | 5
Cc1ccc(/C=C2\SC(=S)N(CCCC(=O)Nc3ccccc3C(=O)O)C2=O)cc1 | 4 | -1 | i | -7 | -0.5 | 0.9 | 17 | 6 | 0
CC(CCc1ccccc1)NC(=O)c1ccc2nc(N3CCOCC3)sc2c1 (centres undefined) | -3 | 2 | i | -2 | -0.6 | 1.3 | 6 | -4 | 4
Cc1ccc(-n2nc3c(=O)n(CCCC(=O)NCc4ccccc4C)nc(C)c3c2C)cc1 | 3 | 1 | i | -1 | -0.3 | 1.2 | -3 | 1 | -2
CCOC(=O)c1ccc(-c2ccc3ncnc(N(C)Cc4sccc4C)c3c2)o1 | -2 | 4 | nt | -3 | 0.0 | 3.1 | 26 | -2 | 3
NNC(=O)CNS(=O)(=O)c1ccc([N+](=O)[O-])cc1 | 0 | 3 | i | -10 | -0.1 | 0.4 | -2 | -7 | 18
CC(=O)c1cccc(-c2ccc3c(c2)C(C)(Cc2ccccc2C#N)C(=O)N3)c1 (centres undefined) | 4 | 2 | i | -4 | -0.2 | 0.8 | 13 | 5 | -2
CC(=O)Nc1cc(ON=C(C)C)cc([N+](=O)[O-])c1 | -6 | 1 | i | -4 | -0.9 | 0.5 | 2 | -5 | 6
CC(=O)c1c(C)[nH]c(C(=O)Nc2ccccc2Cl)c1C | -5 | 3 | i | -3 | -0.1 | 0.4 | 1 | 8 | 0
CC(=O)CCS(=O)(=O)c1ccc(Oc2ccc(S(=O)(=O)CCC(C)=O)cc2)cc1 | -3 | -1 | i | -10 | -1.1 | -0.5 | -8 | -5 | -14
CN1c2ccccc2-c2nc3ccccc3n2C1c1ccco1 (centres undefined) | -7 | -1 | nt | -3 | -0.1 | 0.8 | 9 | 2 | -4
COc1cc(OC)cc(C(=O)NNC(=O)C(=O)Nc2cc(OC)c(Cl)cc2OC)c1 | -10 | 1 | nt | -6 | -0.4 | -0.2 | 2 | 1 | -3
Cc1nnc(SCc2ccon2)n1-c1ccccc1 | -4 | 2 | i | -3 | -0.1 | 1.6 | -8 | 0 | -1
COCCNc1nc(NCCCN2CCCC2=O)c2sc(-c3ccccc3)cc2n1 | 8 | -10 | i | -1 | 0.0 | 1.6 | -2 | 1 | -10
c1cnc(NC2CCCCCC2)nc1 | -8 | -3 | i | 0 | 0.8 | -1.1 | -4 | 1 | -1
COC(=O)c1cc2nc(-c3ccccc3)cc(C(F)(F)F)n2n1 | 0 | -2 | i | 0 | -0.8 | 2.6 | -1 | 4 | 19
C=CCc1cccc2cc(C(=O)N3CCN(c4ccccn4)CC3)c(=O)oc12 | -6 | 2 | i | -10 | -0.8 | 1.1 | -2 | -7 | -12
Cc1nc2ccccc2cc1C(=O)N(C)Cc1ccccc1 | -3 | 2 | i | -2 | -0.2 | 0.2 | -2 | 2 | -2
O=C(CS(=O)(=O)c1ccc(Cl)cc1)NCCS(=O)(=O)c1ccc(Cl)cc1 | -4 | 0 | i | -2 | 0.6 | 1.5 | -2 | -1 | 8
CCS(=O)(=O)Nc1ccc(C2=NN(S(=O)(=O)c3ccc(F)cc3)C(c3ccco3)C2)cc1 (centres undefined) | -12 | 1 | i | -15 | -0.4 | -0.9 | 24 | 4 | -30
CC1=Nc2ccccc2N=C(NC(=O)/C=C/C(=O)O)C1c1ccccc1 (centres undefined) | -2 | -2 | i | -3 | -1.2 | -0.5 | -2 | -6 | 16
O=C(Nc1cc(Cl)cc(Cl)c1)C1CCCC1 | -1 | -1 | i | 0 | -0.6 | 0.3 | 16 | 3 | -2
O=C(COC(=O)CCCN1C(=O)c2cccc3cccc(c23)C1=O)Nc1cccc(Br)c1 | -9 | 1 | i | -6 | 0.3 | -0.1 | 19 | 1 | 3
COc1ccc(S(=O)(=O)N2CCCCCC2)cc1C(=O)OCC(=O)NCC(C)C | 3 | -9 | i | -4 | -0.7 | -1.0 | 0 | 4 | 5
CCC(Sc1nc2c(cnn2-c2ccc(Cl)cc2)c(=O)[nH]1)C(=O)OC (centres undefined) | -3 | -1 | i | 1 | -0.4 | 0.4 | -2 | -6 | -2
COc1ccc(N/C(N)=N/c2nc(C)cc(C)n2)cc1 | -13 | -4 | i | -2 | -0.1 | -1.5 | -5 | -1 | 8
Cc1nn(C)c(N)c1-c1ccccc1 | 0 | -1 | i | -2 | -0.5 | 0.8 | -4 | -3 | -1
COc1ccc(-c2nc(C#N)c(NCc3ccc(C)cc3)o2)cc1OC | 3 | -1 | nt | -1 | -0.3 | 1.7 | 20 | -2 | 5
Cc1cc(C)cc(NC(=O)CCn2c(=S)[nH]c3ccccc3c2=O)c1 | -1 | 2 | i | -4 | -0.4 | 1.5 | -4 | 0 | -84
COc1cc(/C=C(\C#N)C(=O)c2c(C)[nH]c3ccccc23)cc(OC)c1OC | -1 | 1 | i | 0 | 0.0 | -0.4 | -6 | 2 | -4
O=S(=O)(c1ccc(Cl)c(C(F)(F)F)c1)N1CCN(c2ccccn2)CC1 | -2 | -2 | i | -1 | -0.4 | 0.6 | 15 | 5 | 1
COc1ccc(-c2coc3cc(O)ccc3c2=O)cc1 | 5 | -1 | nt | 0 | 0.2 | -0.1 | -2 | 1 | -2
COC(=O)c1sc2cc([N+](=O)[O-])cc(SCC(C)C)c2c1N | -86 | 1 | i | -9 | -0.1 | -1.5 | -2 | 21 | -53
Cc1c(C(=O)O)sc2nc3n(c(=O)c12)CCC(C)CC3 (centres undefined) | -3 | 2 | i | -2 | -0.4 | 0.0 | 1 | 25 | -5
CN(c1cccc(NC(=O)c2ccc(CN3CCc4ccccc4C3)cc2)c1)S(C)(=O)=O | -10 | -1 | i | -2 | -0.1 | -0.6 | 8 | -2 | -9
O=S1(=O)N[C@H](Cc2ccccc2)COc2cc(N3CCC[C@@H]3CO)ccc21 | -3 | nt | i | -8 | -0.9 | 0.3 | -8 | -1 | nt
Cc1c(C(=O)C(=O)N2c3ccccc3CC2C)c2ccccc2n1C (centres undefined) | 5 | -2 | i | -8 | -1.0 | 1.7 | 12 | 5 | 3
S=C1NC(c2ccccc2)=CC(c2ccccc2)N1 (centres undefined) | -5 | 4 | i | -7 | -0.9 | 0.5 | -2 | -5 | -106
CC1CC1C(=O)OCC(=O)N(C)CC(=O)Nc1ccc(F)cc1 (centres undefined) | -3 | 6 | i | -4 | -0.3 | -0.5 | -5 | -4 | -11

Fetched by structure from the list above:
SMILES | eLon inh | Rin1-Abl PPI inh | Neddylation inh | bovine MsrA act | Tb MetRS inh | MsrA inhibitor | FAS-TE inh | CSN inh | PABP1 MLLE inh
Cc1c(C(=O)C(=O)N2c3ccccc3CC2C)c2ccccc2n1C (centres undefined) | 5 | -2 | i | -8 | -1.0 | 1.7 | 12 | 5 | 3
COC(=O)c1sc2cc([N+](=O)[O-])cc(SCC(C)C)c2c1N | -86 | 1 | i | -9 | -0.1 | -1.5 | -2 | 21 | -53

Assay outcomes (PubChem BioAssay)
